High-throughput results (PubChem BioAssay)
AI-2 QS mod – Vibrio harveyi AI-2 quorum sensing modulators, primary screen, JMH597 strain, luminescence/OD600 ratio | Vibrio harveyi JMH597 AI-2 luminescence/OD600 ratio, 9 h; hits give low values; strain lacks LuxN and CqsS sensors; 0 = neutral-control median | activity change, % at 7.5 µM | 300,000 tested, 0.4% active; in the data active = activity change below about -75%, passing the limit was not always enough; inconclusive = no clear call, values can overlap the other calls;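 also: luminescence divided by OD600 gain over 9 h not by final OD600 alone; inactives centre near 13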
HSP90 refold inh – HSP90 inhibitors, primary screen, cell lysate, luminescence; Heat shock protein HSP 90 (rabbit reticulocyte lysate; luciferase refolding); Rabbit reticulocyte lysate, luciferase refolding luminescence, 3 h; inhibition, % at 5.6 µM; 290,000 tested, 0.91% active; AID 1789, 2009;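 active = inhibition above the screen-wide mean plus 3 SD, computed separately per campaign, cut at about 16% in these data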;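 also: 0% = DMSO wells and 100% = 60 µM geldanamycin wells; inhibitors lower the luminescence because luciferase stays unfolded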
HIF act – HIF pathway transcriptional activators, primary screen, cell-based, U2OS HRE-luciferase, luminescence; U2OS HRE-luciferase reporter; normalized: DMSO 0%, desferrioxamine 100%; activation, % at 7.5 µM (by protocol); 300,000 tested, 0.32% active; AID 1910, 2009;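 active = mean activation of at least 10% of the iron chelator positive control signal, with at least half of replicates also reaching 10%; inconclusive = mean and replicate majority disagree about reaching 10%; inactive = mean and most replicates under 10%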
HSF1 activator – HSF-1 activators, primary screen, NIH3T3-HGL cells, MG132 stress, luminescence, single point; NIH3T3-HGL HSF-1 luciferase reporter, 8 h; 100% = twice DMSO control signal; activation, % at 9 µM; 300,000 tested, 1.7% active; AID 504408, 2011;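 active = mean replicate activation of at least 50% with a set share of replicates each reaching 50%; inconclusive = only one of those two conditions met; inactive = mean below 50% and too few replicates reaching it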;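 also: 0% = median of the neutral control wells and 100% = twice that signal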
KLF5 inhibitor – KLF5 expression inhibitors, primary screen, DLD-1 cells, luminescence | 290,000 tested, 0.23% active | DLD-1 KLF5 promoter-luciferase reporter | inhibition, % at 5 µM;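 active = inhibition above a per-plate limit of that plate's mean compound inhibition plus 3 SD, cut at about 60% in these data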;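 also: 0% = DMSO wells and 100% = LY294002 at 200 µM; higher means less KLF5 promoter-driven luciferase light; inactives centre near -14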
IEC-6 tox – cytotoxicity in IEC-6 intestinal epithelial cells, primary screen, cytotoxicity control for KLF5 inhibitor project, cell-based, luminescence; IEC-6 cytotoxicity, luminescence viability; inhibition, % at 5 µM; 290,000 tested, 0.78% active; AID 1825, 2009; in the data active = inhibition above about 22%;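 also: 0% = plate median of test compound wells and 100% = cytotoxic reference compound wells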
aSyn UTR inh – MLPCN primary screen, SNCA 5' untranslated region | alpha-synuclein 5'UTR reporter, inhibitor activity | inhibition, % (tested at 7.5 µM) | 300,000 tested, 0.82% active | AID 1813, 2009; in the data active = inhibition above about 60%; inconclusive = no clear call, values can overlap the other calls;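 also: H4 neuroglioblastoma cells stably carrying SNCA 5'UTR luciferase fusion; 0% = DMSO wells and 100% = positive control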
SKKanGAS inh – S. pyogenes SKKanGAS growth inhibitors in kanamycin, primary screen, streptokinase expression inhibitor project, SKKanGAS strain, BacTiter-Glo luminescence; 6 h; inhibition, % at 7.5 µM; 300,000 tested, 1.3% active;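 active = mean replicate score, as percent of positive control median, at least 50; inconclusive = mean below 50 but one replicate at or above 50; inactive = mean and every replicate below 50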;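 also: strain carries kanamycin resistance gene driven by streptokinase promoter and grows in 40 µg/ml kanamycin; loss of luminescence reflects streptokinase promoter inhibition or plain growth inhibition; 0% = median of DMSO wells and 100% = positive control at its reference dose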
HSF1 inhib – HSF1 inhibitors in luciferase reporter cells, primary screen, cell-based, NIH3T3, luminescence; activity change, negative = inhibition, % at 7.5 µM (by protocol); 300,000 tested, 0.77% active; NIH3T3-HGL HSE-luciferase, MG132-induced, luminescence 8 h; hits give low values;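 active = more than half of replicate wells show activity change below -50%, luminescence cut by over half; inconclusive = some wells, but at most half, below -50%; inactive = no replicate well below -50%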;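 also: luciferase reports HSF-1 transcriptional activity via heat shock element; 0% = median of DMSO wells and -100% = zero luminescence signal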
Platelet DG rel – inhibitors of platelet dense granule secretion, primary screen, cell-based, MLPCN, human platelets | 300,000 tested, 0.22% active | human platelet-rich plasma, SFLLRN dense granule ATP release, luminescence | inhibition, %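 (compounds screened at 7.5 µM in platelet-rich plasma)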;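 active = mean replicate score, as percent of positive control, at or above 50; inconclusive = mean below 50 but at least one replicate at or above 50; inactive = mean and every replicate below 50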
Active calls of the source: *; u = inconclusive; x = no result given.

entry	Molecule	AI-2 QS mod	HSP90 refold inh	HIF act	HSF1 activator	KLF5 inhibitor	IEC-6 tox	aSyn UTR inh	SKKanGAS inh	HSF1 inhib	Platelet DG rel
1	N#CCC1c2ccccc2CCN1C(=O)Nc1cccc(Cl)c1 (configuration not stated)	2	-3	-0.4	-12	-47	1	1	-4	-7	-12
2	CCOc1ccc(NS(=O)(=O)c2ccc(-c3ccc(=O)[nH]n3)o2)cc1	18	-2	-0.5	12	-35	1	-55	-7	-2	-5
3	Cn1c(=O)[nH]c(=O)c2c1nc(N(CCO)Cc1ccccc1)n2CCCc1ccccc1	14	-2	-0.4	11	6	1	1	-2	-2	26
4	Fc1ccc(-c2cc3nc(-c4ccccc4)cc(N4CCOCC4)n3n2)cc1	17	0	-0.1	17	-39	-4	7	3	6	-34
5	COc1cc(/C=N/Nc2cccc(C)c2)ccc1OC(=O)c1ccco1	15	4	1.0	-16	-25	1	-28	3	-9	-6
6	CCOc1ccc(N(CC(=O)NCCCOC)S(C)(=O)=O)cc1	-1	0	-0.2	-9	0	0	-11	-1	-1	4
7	Cc1c(C(=O)NCc2ccc(F)cc2)c(-c2ccccc2)nn1-c1ccccc1	0	-2	0.9	27	-5	2	8	-5	6	4
8	OC(CNCc1ccc(F)cc1)(c1ccccc1)c1ccc(F)cc1 (configuration not stated)	3	1	-0.5	26	-13	-3	-11	-7	17	-6
9	CCC1(C)Cc2c(sc(NC(=S)NC(=O)c3ccccc3)c2C#N)CO1 (configuration not stated)	7	2	1.0	8	-11	-5	-146	19	7	-3
10	CCn1c(CNC(=O)c2cccc(C)c2)nnc1SCC(=O)NC1=NCCS1	52	1	1.1	4	1	-2	14	-1	-1	2
11	CCc1nn(C(C)C(=O)NCCN2CCN(c3cccc(C)c3C)CC2)c(=O)c2cc3occc3n12 (configuration not stated)	22	0	-0.5	13	-29	-6	14	0	3	3
12	CC1=C(C(=O)Nc2cccnc2)C(c2ccncc2)n2nnnc2N1 (configuration not stated)	14	2	-0.2	-24	-23	0	17	8	-7	-1
13	Cc1ccc(N2C(N)=C(C#N)C(c3cccnc3)C3=C2CC(C)(C)CC3=O)cc1 (configuration not stated)	-10	0	-0.4	-18	-26	3	-10	1	1	11
14	CCC1CN(C(=O)N2CCC(C(=O)NCCc3ccccc3OC)CC2)c2ccccc2O1 (configuration not stated)	13	-3	-0.4	-13	8	8	23	12	6	12
15	Cc1ccc(C)c(NS(=O)(=O)c2ccc(-c3cnc(C4CC4)o3)cc2)c1	6	2	0.5	-40	61	93*	93*	4	-34	-5
16	Cn1cc(S(=O)(=O)N2CCCC2)cc1C(=O)NCc1ccccc1	32	-3	-0.5	-9	3	4	5	-5	-5	1
17	O=C(NCc1ccc(F)cc1)C1CCC(CNS(=O)(=O)c2ccccc2)CC1 (configuration not stated)	6	0	0.1	17	-15	2	11	0	3	8
18	O=S(=O)(Nc1nc2ccccc2nc1Cl)c1ccc(Br)cc1	62	0	0.1	-64	-17	-1	1	25	-54*	2
19	CCn1cc(-c2cc(C(=O)O)c3ccccc3n2)c(C)n1	12	-2	-0.1	-3	-2	2	8	-1	2	-6
20	CC(C)c1ccc(NC(=O)CCC(=O)NCc2ccco2)cc1	-27	3	-0.3	1	-11	7	2	1	6	1

Whole records, looked up by structure. Screens in order: AI-2 QS mod	HSP90 refold inh	HIF act	HSF1 activator	KLF5 inhibitor	IEC-6 tox	aSyn UTR inh	SKKanGAS inh	HSF1 inhib	Platelet DG rel
Shown for `CCOc1ccc(N(CC(=O)NCCCOC)S(C)(=O)=O)cc1` → -1	0	-0.2	-9	0	0	-11	-1	-1	4
Shown for `Fc1ccc(-c2cc3nc(-c4ccccc4)cc(N4CCOCC4)n3n2)cc1` → 17	0	-0.1	17	-39	-4	7	3	6	-34
Shown for `CCn1c(CNC(=O)c2cccc(C)c2)nnc1SCC(=O)NC1=NCCS1` → 52	1	1.1	4	1	-2	14	-1	-1	2
Shown for `O=S(=O)(Nc1nc2ccccc2nc1Cl)c1ccc(Br)cc1` → 62	0	0.1	-64	-17	-1	1	25	-54*	2

The listing continues.
entry	Molecule	AI-2 QS mod	HSP90 refold inh	HIF act	HSF1 activator	KLF5 inhibitor	IEC-6 tox	aSyn UTR inh	SKKanGAS inh	HSF1 inhib	Platelet DG rel
21	O=C(Oc1ccccc1)n1c(=S)oc2ccccc21	29	-7	-0.3	3	-13	-10	-2	8	2	1
22	CCCc1cc(-c2ccc3c(c2)COc2c4ccccc4nn2-3)on1	1	x	4.2	37	x	x	10	1	27	11
23	NC(=O)[C@@H]1CC2(CC(c3cccc(NC(=O)[C@@H]4CCC(=O)N4)c3)=NO2)CN1C(=O)Cc1ccc([N+](=O)[O-])cc1 (some centres not stated)	1	x	0.3	11	x	x	-11	1	-6	0
24	CSc1nc2ccccc2n1C(=O)NC1CCCCC1	12	4	0.2	18	-31	2	-33	-5	4	-2
25	CCCNC(=O)COC(=O)c1n[nH]c2ccccc12	-10	-3	0.0	-1	-37	-3	32	-1	-4	6
26	Cc1cc(C(=O)NC2CC(C)(C)Cc3c2cnn3-c2cccc(F)c2)nn1C (configuration not stated)	38	1	0.0	-7	-10	3	3	3	1	-10
27	COC(=O)c1ccccc1NC(=O)CSc1nnc(-c2ccc(OC)cc2)n1C	-2	-3	0.2	8	-39	1	7	-8	1	x
28	O=C(Nc1ccc2c(c1)OCCO2)N1CCOCC1	40	-2	-0.7	-53	-36	4	-80	5	u	2
29	O=C(NCc1ccccn1)c1ccc(CNS(=O)(=O)c2ccc(F)cc2)cc1	44	-5	-0.2	-2	11	0	-7	-1	1	-4
30	c1ccc(CN2CN=C(Nc3nc4ccccc4s3)NC2)cc1	14	-1	1.1	-18	-11	0	-17	12	4	9
31	CCCNC(=O)COC(=O)C1CCN(S(=O)(=O)c2ccc3c(c2)OCCO3)CC1	0	x	-0.1	-5	x	x	6	-16	-4	-9
32	O=C1CN(S(=O)(=O)c2cc(C(=O)O)ccc2Cl)c2ccccc2N1	-10	-1	-0.8	29	-4	5	-7	1	12	-2
33	c1ccc(C[n+]2ccc3ccccc3c2)cc1	18	x	0.2	-10	x	x	9	-2	-1	-1
34	Cc1ccc(Nc2c(-c3ccc(N4CCOCC4)cc3)nc3ncccn23)cc1C	-3	4	-0.1	2	-9	7	37	1	3	-17
35	NCCCC[C@@H]1NC(=O)c2cc([N+](=O)[O-])cc(I)c2SC[C@@H](C(N)=O)NC(=O)[C@H](CCC(N)=O)NC1=O	5	-1	-0.6	-7	1	1	-41	-1	-3	12
36	O=C(O)CC(C(=O)Nc1ccc(Cl)cc1Cl)C1CCCO1 (configuration not stated)	14	0	-0.6	19	-22	-5	14	2	-5	-1
37	COc1ccc(S(=O)(=O)N2CCN(C)CC2)c2ccccc12	37	-5	0.1	-6	-21	-6	9	4	-6	5
38	Cn1ncc(Br)c1C(=O)Nc1ccc(F)cc1F	15	0	-0.4	6	-18	3	-25	1	2	1
39	CC(C)(C)OC(=O)N1CCN(C(=O)Nc2ccc3c(c2)OCCO3)CC1	-2	5	-0.5	-20	-53	4	12	-1	-25	2
40	O=C(NCc1ccccc1)Nc1cccn(Cc2c(F)cccc2Cl)c1=O	12	0	2.4	10	-30	-10	-3	8	2	-5

(more compounds)
cpd	SMILES	AI-2 QS mod	HSP90 refold inh	HIF act	HSF1 activator	KLF5 inhibitor	IEC-6 tox	aSyn UTR inh	SKKanGAS inh	HSF1 inhib	Platelet DG rel
41	Cc1cc(=O)[nH]c(NCc2ccccc2)n1	-1	16*	1.3	33	7	1	8	3	10	-2
42	CC1CC1C(=O)Nc1ccc(-c2ccccc2)cc1 (configuration not stated)	8	4	2.0	17	-139	0	-152	13	15	-4
43	O=C(Nc1ccc(-c2nc3ccccc3[nH]2)cc1)c1cccc(N2C(=O)CCC2=O)c1	15	-6	0.8	1	-20	10	-9	6	1	1
44	CCc1ccc(C(=O)CSc2n[nH]c(-c3ccncc3)n2)cc1	3	4	0.0	2	-23	2	4	-18	-9	-4
45	COc1ccc(Cl)cc1N(CC(=O)Nc1ccccc1SC)S(C)(=O)=O	-4	-3	-0.7	u	-6	6	21	-7	25	2
46	COC(=O)C1CCN(C(=O)/C=C/c2ccc(OC)cc2)CC1	22	-6	-3.8	24	-139	1	-18	1	10	7
47	COc1ccc(NC(=O)c2ocnc2C)cc1OC	6	4	-0.3	17	11	12	-25	7	3	2
48	CCCCN1C(=O)C(=Nc2cccc3cnccc23)c2ccccc21	29	5	-0.9	19	-52	6	-8	9	4	u
49	c1ccc(-c2noc(C3CCC3)n2)nc1	12	-2	0.5	6	-59	4	-54	-1	-5	-8
50	COc1cc(C(=O)Oc2ccccc2/C=N/NC(=O)c2ccc(Cl)cc2Cl)cc(OC)c1OC	30	-2	2.7	35	-95	-3	-25	14	7	22
51	COc1cc(C(C)=O)ccc1OCC(O)CN1CCN(c2cc(C)cc(C)c2)CC1 (configuration not stated)	-1	4	-0.1	3	-16	-1	-4	1	0	-7
52	O=C(/C=C/c1cccs1)NC(=S)Nc1ccccc1	-77*	-6	3.1	40	-97	-3	-35	5	23	2
53	Brc1ccccc1-c1nc(-c2ccccc2)no1	27	-2	-1.6	-3	22	14	30	21	-14	16
54	CCn1c(=O)cc(SCC(=O)N2CCN(C3CCCCC3)CC2)c2ccccc21	45	7	0.1	62*	-4	16	-20	-11	30	-17
55	O=C(c1ccccc1)N1CCCCC(Cl)C1=O (configuration not stated)	30	-4	-0.2	1	-22	-3	-7	11	2	-5
56	CCc1cc2c(=O)c(-c3nc4ccccc4[nH]3)coc2c(CN2CCCCC2C)c1O (configuration not stated)	21	0	-0.4	1	-38	-4	-11	2	-3	14
